# Source: PubChem (several laboratories)
# GPR35 arrestin U2OS – GPR35 antagonists blocking zaprinast-driven arrestin recruitment, primary screen, imaging, U2OS, beta-arrestin-GFP, zaprinast agonist (AID 2058). G-protein coupled receptor 35 (Homo sapiens). U2OS GPR35 beta-arrestin-GFP translocation imaging, zaprinast antagonism; higher % means a stronger effect. inhibition, % at 10 µM; hits with a dose series show IC50 in µM. hit rate 0.052% among 290,000;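 active = inhibition of at least 50% with at least 30 cells and total cytoplasm GFP at most 10,000,000; inconclusive = under 30 cells or total GFP of 10,000,000 plus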
# GPR55 antagonists – GPR55 antagonists blocking LPI-driven arrestin recruitment, primary screen, imaging, U2OS, beta-arrestin-GFP, LPI agonist (AID 2013) | G-protein coupled receptor 55 (Homo sapiens) | U2OS GPR55 beta-arrestin-GFP translocation imaging, LPI antagonism; higher % means a stronger effect | one-dose inhibition, % at 10 µM; IC50 in µM for titrated hits | hit rate 0.13% among 290,000;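 active = spots per cell inhibited over 60%, with over 100 cells counted and total cytoplasm intensity under 500,000; inconclusive = wells with under 100 cells, flagged as likely toxic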;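 note: U2OS cells stably carrying GPR55 and arrestin-GFP stimulated by 5 µM LPI near EC80; imaged beta-arrestin-GFP aggregate spots per cell after agonist stimulation; plate controls were LPI-stimulated DMSO wells for no effect and DMSO wells without LPI for full effect; some results filed as inactive read as strong as hits; confirmed hits need IC50 under 10 µM and bright autofluorescent wells are also inconclusive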
# PhoP inhibition – inhibitors of PhoP regulon expression, primary screen, Salmonella Typhimurium, GFP reporter (AID 1863); S. Typhimurium PhoP-regulated promoter GFP reporter, 4 h; higher % means a stronger effect; inhibition, % at 50 µM; hits with a dose series show IC50 in µM; hit rate 0.16% among 300,000;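 active = inhibition over 29.93%, a cutoff 3 SD above the screen mean, later confirmed by dose response; inconclusive = inhibition over 29.93% but no dose response follow-up; inactive = inhibition at most 29.93% or unconfirmed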;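 note: 0% = low Mg2+ inducing control and 100% = high Mg2+ repressing control; strong numbers were not always called active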
# KOR beta-arrestin-1 – KOR antagonists, beta-arrestin recruitment, cell-based, luminescence, uHTS (AID 1778); KOR beta-arrestin recruitment, luminescence, antagonist mode; higher % means a stronger effect; Kappa-type opioid receptor (Homo sapiens); one-dose inhibition, % at 10 µM; IC50 in µM for titrated hits; hit rate 0.091% among 290,000; in the data active = inhibition above about 50%; note: strong numbers were not always called active
# KOR beta-arrestin-2 – KOR agonists, beta-arrestin recruitment, primary screen, cell-based, luminescence, uHTS (AID 1777); KOR beta-arrestin recruitment, luminescence; higher % means a stronger effect; activation, % at 10 µM; hits with a dose series show EC50 in µM; hit rate 0.02% among 280,000; Kappa-type opioid receptor (Homo sapiens); in the data active = activation above about 50%, passing the limit was not always enough; note: a part of the inactive calls stands beside numbers as strong as those of hits
# NTR1 agonist – agonists of NTR1, primary screen, imaging, U2OS cells, beta-arrestin-GFP, high content (AID 493036). NTR1-U2OS beta-arrestin-GFP spot imaging, agonist mode. activation, % at 20 µM. Neurotensin receptor type 1 (Homo sapiens), P30989. hit rate 0.17% among 330,000;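 active = activation at or above 40% of the spot to cytoplasm intensity ratio, with at least 20 cells analyzed; inconclusive = wells under 20 cells, flagged as cytotoxic or low count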;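 note: 0% = DMSO without peptide and 100% = 100 nM NTR1 peptide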
# Target sequence (P30989 whole entry, looked up): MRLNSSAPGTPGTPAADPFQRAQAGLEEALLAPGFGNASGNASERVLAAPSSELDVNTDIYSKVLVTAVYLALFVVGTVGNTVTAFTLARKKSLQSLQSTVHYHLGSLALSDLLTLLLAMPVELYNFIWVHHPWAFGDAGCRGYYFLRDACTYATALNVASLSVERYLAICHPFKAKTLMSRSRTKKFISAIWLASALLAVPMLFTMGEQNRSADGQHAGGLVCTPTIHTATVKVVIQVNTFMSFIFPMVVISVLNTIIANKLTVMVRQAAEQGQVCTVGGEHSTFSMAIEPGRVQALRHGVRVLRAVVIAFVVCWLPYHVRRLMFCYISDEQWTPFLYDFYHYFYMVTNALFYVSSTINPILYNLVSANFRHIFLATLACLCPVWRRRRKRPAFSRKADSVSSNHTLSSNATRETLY
# GPR55 activation – GPR55 agonists via beta-arrestin recruitment, primary screen, imaging, U2OS cells, beta-arrestin-GFP redistribution (AID 1961). hit rate 0.048% among 290,000. one-dose activation, % at 10 µM; EC50 in µM for titrated hits. G-protein coupled receptor 55 (Homo sapiens). U2OS GPR55 beta-arrestin-GFP redistribution imaging; higher % means a stronger effect;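 active = activation above 40% with more than 50 cells counted in the well; inconclusive = wells holding fewer than 50 cells, flagged as toxic or sparse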;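 note: U2OS osteosarcoma cells stably expressing GPR55 and beta-arrestin-GFP; plate controls were DMSO negative control for no effect and LPI positive control for full effect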
# T cell modulator – modulators of CD8 T cell-vesicle binding, primary screen, mouse 2C CD8+ T cells, flow cytometry. 2C CD8+ T cell-vesicle binding; active compounds read low. calls only at 7 µM. hit rate 0.068% among 330,000. AID 2052, 2009;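 active = response, share of CD8 T cells binding vesicles, and their 90th percentile fluorescence all below set limits, cut at about 80% in these data, passing the limit was not always enough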
#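 Incubation: binding step 1.5 h, 37 °C, antibody labelling 20 min, ice; system: murine 2C transgenic CD8+ T lymphocytes; technique: cytometric PE anti-B7-1 and Alexa647 anti-CD8 signals after 1% paraformaldehyde fixation; also added: QL9-charged Drosophila Ld/ICAM-1/B7-1 vesicles; control set: naked versus QL9-loaded vesicles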
# West Nile virus CPE – West Nile virus antiviral activity, cell-based, CPE readout (AID 1621). West Nile virus-infected cells, CPE inhibition; higher % means a stronger effect. CPE inhibition, % at 10 µM; hits with a dose series show IC50 in µM. hit rate 0.02% among 290,000; in the data active = a potency from the dose series; inconclusive = CPE inhibition mostly from about 3.7% at the one dose, without a potency; inactive = the rest, 99 in 100 with CPE inhibition below about 2.2%; note: strong numbers were not always called active
# T cell modulator vesicle-bound % – recorded beside T cell modulator, whose call it bears; double positive events, %; measured here: CD8+ vesicle-bound cell fraction;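 binding gate set so that unloaded-vesicle control wells show 10% double positive cells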
# NTR1 agonist cell count 20 µM – recorded beside NTR1 agonist, whose call it bears; cell count; measured here: cell count, cytotoxicity flag
# * = called active by the depositor; i = inactive; ? = inconclusive; / = no result given; [ ] = remark or other dose. Not a hit list (roughly 0.62% active in at least one column).
SMILES,GPR35 arrestin U2OS,GPR55 antagonists,PhoP inhibition,KOR beta-arrestin-1,KOR beta-arrestin-2,NTR1 agonist,NTR1 agonist cell count 20 µM,GPR55 activation,T cell modulator,T cell modulator vesicle-bound %,West Nile virus CPE
O=C(NCC1CCCO1)c1cc(S(=O)(=O)N2CCOCC2)c(Cl)cc1Cl (centres undefined),-0.8%,10.0%,/,-33.8%,0.2%,0.7,66,0.0%,/,/,-0.6%
N#CCCn1c(SCC(=O)N2CCN(S(=O)(=O)c3ccccc3)CC2)nc2ccccc21,5.7%,4.3%,-0.2%,18.7%,20.5%,2.0,81,0.1%,i,52.7,0.0%
O=C(OC1CCOC1=O)c1ccc(CO)cc1 (centres undefined),2.6%,1.9%,-3.2%,-2.9%,6.4%,0.6,50,-0.1%,i,24.3,-0.4%
COc1cccc(C2SCC(=O)N2c2ccc(C)cc2)c1OC (centres undefined),-12.6%,1.0%,-2.7%,-5.5%,3.1%,1.0,75,-0.2%,i,13.4,-0.9%
Cc1ccc(CNC(=O)CCNC(=O)c2ccc(Br)o2)cc1,-0.3%,4.8%,-0.8%,7.0%,-7.0%,-0.1,47,-0.1%,i,57.8,0.1%
O=C(Oc1ccc(-c2ccccc2)cc1)N1CCOCC1,4.6%,1.1%,-2.4%,-5.8%,5.7%,-0.5,65,-0.1%,i,22.2,-0.3%
CC1CCN(S(=O)(=O)c2ccc3c(c2)N(CC(=O)NCCCN2CCCCC2)C(=O)CS3)CC1,7.0%,6.2%,3.6%,-31.9%,6.3%,-0.4,65,-0.1%,i,32.5,0.1%
Cn1c(N2CCN(C(=O)Nc3ccc(C(F)(F)F)cc3)CC2)nc2ccccc21,-4.0%,-6.9%,-6.8%,-7.9%,-1.6%,0.6,80,0.5%,i,15.5,-0.4%
O=C(CS(=O)c1ccc(F)cc1)Nc1ccccc1Cl (centres undefined),-6.3%,-12.7%,0.1%,-32.3%[20 µM],2.9%,0.4,40,0.3%,i,37.2,0.0%
CC1Cc2ccccc2N1S(=O)(=O)c1cccc(C(=O)NC2CC2)c1 (centres undefined),12.9%,3.8%,0.8%,-1.7%,3.0%,-1.0,36,-0.2%,i,42.5,-0.4%
CCc1nnc(NC(=O)CSc2ncc(-c3ccccc3)n2CC)s1,-0.5%,-2.4%,10.1%,5.6%,2.0%,2.8,91,0.3%,i,12.7,0.4%
Nn1c(Cc2ccc(Br)cc2)n[nH]c1=S,-8.5%,4.5%,-3.8%,-17.8%,0.4%,1.8,42,0.0%,i,36.5,0.2%
CC12CCC(C(=O)Nc3cc(Cl)ccc3Cl)(C(Br)C1=O)C2(C)C (centres undefined),7.3%,15.8%,2.1%,9.4%,-3.6%,0.7,48,-0.3%,i,47.8,-1.2%
Cc1cc(C)c(OCCCn2ccnc2)c(C)c1,12.3%,-6.6%,0.7%,-16.0%[20 µM],1.5%,-1.5,51,-0.1%,i,44.2,-1.4%
CCOC(=O)CNC(=O)/C=C/c1ccc2c(c1)OCO2,2.5%,11.3%,6.0%,-4.6%,-0.2%,-0.8,38,-0.2%,i,58.3,-0.3%
Cc1ccc(C)c(NC(=O)c2ccccc2Sc2ccc([N+](=O)[O-])cc2Cl)c1,-2.3%,17.4%,11.4%,-30.9%,0.5%,1.8,101,0.1%,i,58.4,-1.7%
O=C(CSc1nc2ccccc2o1)Nc1nc(-c2ccccc2)cs1,-4.8%,2.1%,-0.1%,1.0%,2.8%,3.4,62,4.2%,i,31.2,0.2%
Cc1ccc(S(=O)(=O)/N=C2/NC(=O)/C(=C/c3ccc(Br)o3)S2)cc1,1.4%,9.4%,-5.2%,-4.2%,5.9%,-0.3,59,-0.3%,i,8.3,0.8%
O=c1n(-c2ccccc2)c(=O)n2n1CC(O)C2,1.2%,-9.4%,-4.7%,2.0%,-4.4%,1.3,80,0.1%,i,53.1,0.0%
O=C(COC(=O)c1ccccc1C(=O)N1CCN(c2ccccc2)CC1)NCc1ccccc1,?,-2.8%,-11.0%,12.4%[20 µM],-8.8%,-0.2,59,0.3%,i,36.6,-0.5%
O=C(Cn1nc(CNc2ccc(Cl)cc2)[n+]2c1CCCCC2)c1ccc(Br)cc1,-12.1%,11.4%,92.1µM*,-5.4%,-1.7%,-3.0,63,-0.1%,i,49.5,0.8%
CCNC(=O)NC(=O)C(C)Sc1nnc(COc2ccccc2Cl)o1 (centres undefined),-12.7%,5.2%,1.5%,10.5%,0.3%,0.3,48,0.1%,i,24.1,0.3%
CCCCn1nnnc1SCC(=O)Nc1sc2c(c1C#N)CCCC2,4.6%,7.2%,-3.3%,11.4%,5.9%,7.9,63,0.2%,i,59.3,-0.2%
Cc1ccc(Oc2cc([N+](=O)[O-])cc3c2C(=O)Nc2ccccc2O3)cc1,0.0%,-1.7%,25.1%,-19.5%,-0.5%,24.1,66,0.8%,i,5.9,-0.8%
O=C(Cc1ccsc1)Nc1ccccc1F,-3.9%,-12.0%,11.1%,-36.5%,-3.9%,-0.4,45,-0.4%,i,34.5,-0.7%
# Other structures
SMILES,GPR35 arrestin U2OS,GPR55 antagonists,PhoP inhibition,KOR beta-arrestin-1,KOR beta-arrestin-2,NTR1 agonist,NTR1 agonist cell count 20 µM,GPR55 activation,T cell modulator,T cell modulator vesicle-bound %,West Nile virus CPE
CCSCc1nnc(SCC(=O)Nc2nc(C)cs2)n1C,-1.9%,6.4%,-1.6%,8.7%[20 µM],-6.6%,-0.9,55,0.3%,i,25.7,0.5%
NC1=NC[C@H](Cc2ccc(O)cc2)N1CCc1cc(C(F)(F)F)cc(C(F)(F)F)c1,13.5%,-1.1%,1.8%,38.1%,0.4%,-2.0,92,-0.1%,i,36.7,1.1%
Cc1ccc(NC(=O)c2cc(-c3ccccc3)nn2-c2ccccc2)cc1,-7.5%,42.2%,2.8%,-21.0%,0.3%,13.7,73,0.2%,i,3.8,-1.1%
COC(=O)Cn1ncc(N(C)Cc2ccccc2)c(Cl)c1=O,-14.6%,-0.9%,-2.4%,-2.8%,2.5%,-0.3,51,-0.2%,i,25.6,0.3%
COc1ccc(-n2c(CNC(=O)c3cc(OC)c(OC)c(OC)c3)n[nH]c2=S)cc1,1.3%,6.8%,-5.2%,4.5%,-5.0%,1.1,74,0.0%,i,44.9,-0.3%
Cc1ccc2cccc(OCCCOc3ccccc3CO)c2n1,3.0%,0.7%,2.5%,6.1%,0.5%,2.1,63,-0.1%,i,31.1,-0.9%
C=CCNc1nc(C)c(CNc2c(C)cc(C)cc2C)nc1C#N,-13.1%,-4.1%,-0.3%,0.8%[20 µM],-2.1%,4.1,54,-0.2%,i,7.3,-0.8%
COc1ccc(/C(C)=N/NC(=O)CNC(=O)c2cccs2)cc1OC,-0.1%,13.4%,7.0%,0.9%,1.0%,-1.5,79,0.5%,i,55.7,0.1%
CCOc1ccc(C2C(C(=O)c3ccc(C)o3)=C(O)C(=O)N2c2nc(C)c(C(=O)OC)s2)cc1 (centres undefined),5.8%,-4.9%,-8.0%,-4.5%,9.1%,0.1,58,-0.2%,i,22.4,0.1%
CCOc1cccc2cc(C(=O)NCc3ccc(OC)cc3)c(=N)oc12,9.7%,-1.1%,-7.9%,3.6%,10.3%,11.1,73,-0.1%,i,58.5,-0.2%
O=C(CSCc1ccc([N+](=O)[O-])cc1)Nc1cccc(C(=O)Nc2ccccc2C(=O)O)c1,21.1%,5.4%,3.1%,-18.7%,3.1%,0.2,44,-0.1%,i,25.2,-0.2%
Oc1ccccc1C1CCCCC1c1ccccc1 (centres undefined),5.3%,-4.8%,9.1%,10.2%,7.3%,/,/,0.0%,i,13.6,-0.7%
COc1ccc(OCc2nc(N)nc(Nc3ccccc3OC)n2)cc1,-5.8%,-20.1%,11.5%,-22.5%,1.7%,0.0,83,0.1%,i,27.8,-0.8%
COc1ccc(NC(=S)NCc2ccco2)cc1,20.2%,19.5%,-3.9%,18.5%,1.3%,-1.3,49,-0.1%,i,37.3,/
Cc1ccc(OC(F)F)c(NC(=O)Nc2ccc3c(c2)OCO3)c1,11.7%,9.6%,-2.8%,-6.9%,-1.6%,2.9,58,-0.2%,i,26.1,-1.6%
CCCCn1c(N)c(NCCC)c(=O)[nH]c1=O,-1.5%,9.9%,3.8%,11.3%,-2.6%,1.3,79,0.1%,i,19.6,0.0%
COc1cccc(CNC(=S)Nc2ccc(Cl)cc2C)c1,-6.3%,-12.5%,7.5%,-45.7%[20 µM],-2.2%,-0.8,55,-0.1%,i,49.4,-1.4%
COc1ccc(C(=O)Nc2ccc(S(=O)(=O)Nc3nccc(C)n3)cc2)cc1[N+](=O)[O-],-5.6%,3.4%,-9.3%,-24.4%[20 µM],0.4%,0.8,56,-0.1%,i,59.1,0.7%
CC(Sc1ccccc1)C(=O)N(CCC#N)Cc1cccnc1 (centres undefined),-4.9%,1.6%,6.5%,-12.8%,-0.2%,-0.5,57,0.0%,i,42.4,-0.3%
Cc1cc(C(F)F)n2ncc(C(=O)NCCc3ccccc3Cl)c2n1,-3.2%,-7.9%,3.6%,-3.2%,-4.2%,2.5,56,0.6%,i,31.9,-0.4%
COc1ccc(CN(C(=O)c2snc(C(N)=O)c2N)C(C(=O)NC2CCCC2)c2cc(OC)ccc2OC)cc1 (centres undefined),-3.6%,-3.6%,-3.3%,-41.3%,5.4%,0.3,66,-0.2%,i,49.5,-0.6%
CCOc1ccc(C(=O)OCC(=O)NCCCc2ccccc2)cc1,0.3%,6.3%,-6.3%,-43.4%,-0.7%,-1.4,62,0.0%,i,55.0,0.7%

# Limited to GPR55 antagonists and PhoP inhibition, for some of the entries so far:
Structure	GPR55 antagonists	PhoP inhibition
CCOC(=O)CNC(=O)/C=C/c1ccc2c(c1)OCO2	11.3%	6.0%
Cc1ccc(CNC(=O)CCNC(=O)c2ccc(Br)o2)cc1	4.8%	-0.8%
